# From PubChem BioAssay
# p53 reactivation: re-activators of mutant p53; H1299 p53-A138V BP100-luciferase reporter, luminescence, 24 h; hit rate 0.063% among 320,000; Potency, µM (doses to about 92.2 µM), for inactives: top-dose activity change, positive = activation, actives largely listed as activators; also: % of control where 0% means no effect; nearly all actives have a fitted effect of over 45% in size
#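 p53-null H1299 cells stably carrying temperature-sensitive p53-A138V and a BP100-luciferase reporter were pinned with compounds (4-point, 1:5 series) and held 24 hrs at 37 deg C. Luminescence was read 10 min after detection reagent.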
# RORg inh: blocks mouse ROR gamma transcriptional activity; hit rate 5.4% among 310,000; Potency, µM (highest dose often 53.6 µM), inactives show at the highest dose activity change, negative = inhibition, hits mostly inhibitors; Drosophila S2 Gal4-RORgamma UAS-luciferase reporter, 20 h; AID 2551; also: % is scaled to controls: 0 for no effect and ±100 for the full control effect; nearly all actives have a fitted effect of over 60% in size
# Target sequence (P51450 whole entry, looked up, the tested form may be a part): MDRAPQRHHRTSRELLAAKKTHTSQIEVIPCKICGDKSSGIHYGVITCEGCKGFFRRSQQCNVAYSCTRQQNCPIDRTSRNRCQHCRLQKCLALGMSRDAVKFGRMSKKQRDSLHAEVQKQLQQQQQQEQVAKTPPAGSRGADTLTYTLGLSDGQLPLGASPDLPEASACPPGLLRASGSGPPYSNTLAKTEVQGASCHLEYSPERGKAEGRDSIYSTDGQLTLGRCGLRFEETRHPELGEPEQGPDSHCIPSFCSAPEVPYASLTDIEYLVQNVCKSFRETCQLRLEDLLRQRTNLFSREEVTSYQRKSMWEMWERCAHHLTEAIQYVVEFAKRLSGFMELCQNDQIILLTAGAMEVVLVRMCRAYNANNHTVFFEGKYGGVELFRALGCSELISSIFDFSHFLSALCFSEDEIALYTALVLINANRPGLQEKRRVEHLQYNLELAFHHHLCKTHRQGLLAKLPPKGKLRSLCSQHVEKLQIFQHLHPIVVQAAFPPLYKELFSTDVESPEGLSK
#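 Schneider cells (Drosophila), stable Gal4 DBD–ROR gamma + UAS-luc; 1 hr cmpd preincubation; Cu2+ induction 700 uM final; 20 hr ambient; luminescence.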
# Gal4-VP16 FLuc: counter-screen for ROR gamma inhibitors: Gal4-VP16 reporter; Drosophila S2 Gal4-VP16 UAS-luciferase, luminescence, 20 h; Potency, µM (doses to about 53.6 µM), for inactives: at the top dose activity, negative = inhibition, actives largely listed as inhibitors; hit rate 3.5% among 310,000; AID 2546;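 also: Gal4-VP16 expression switched on by copper sulfate through the metallothionein promoter; % is scaled to controls: 0 for no effect and ±100 for the full control effect; nearly all actives have a fitted effect of over 50% in size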
# NPC1 prom act: activators of NPC1 promoter; hit rate 2.4% among 320,000; Huh7 NPC1 promoter luciferase reporter, 24 h; Potency, µM (series often up to 9.22 µM), inactives show at the highest dose activation, most hits filed as activators;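 also: % of control where 0% means no effect; nearly all actives have a fitted effect of over 60% in size; reporter is driven by a mutant NPC1 promoter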
#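 Stable NPC1-promoter luciferase Huh7 line; cpd (DMSO) 24 h, 37 °C, 5% CO2; Amplite luciferase reagent 10 min RT; luminescence readout. qHTS format.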
# BRCA1 expr act: BRCA1 expression activation; MCF7-BRCA1-FFLuc reporter, luminescence, 48 h; response scale: scaled: vehicle 0%, 10 µM genistein 100%; Potency, µM (titrated, usually from 46.1 µM), for inactives: at the highest dose activation, most hits filed as activators; hit rate 1.1% among 380,000; AID 624202; also: nearly all actives have a fitted effect of over 80% in size; some results filed as inactive show a strong effect at the top dose
#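 Luminescence from a BRCA1-driven firefly luciferase in MCF7 cells was the read-out, taken 15 min after substrate addition following 48 h compound exposure at 37 °C. Data were normalized to a 10 microM genistein control and DMSO vehicle.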
# uPA generation: blocks generation of uPA at the cell surface. cell surface uPA generation assay, qHTS. Potency, µM (doses to about 38.3 µM), inactives show at the highest dose activity change, negative = inhibition, most hits filed as inhibitors. hit rate 0.31% among 330,000. AID 540303; active = well fitted inhibition curve with a large enough effect; inconclusive = small, poorly fitted or top-dose-only effect; inactive = no such curve, though single readings can be large or run the other way; tested in mouse RAW 264.7 cells; also: % is scaled to controls: 0 for no effect and ±100 for the full control effect; nearly all actives have a fitted effect of over 55% in size
# ELG1 genotoxic: induces genotoxicity in HEK293T cells with luciferase-tagged ELG1. HEK293T ELG1-luciferase reporter, luminescence, 16 h. Potency, µM (doses to about 46 µM), for the others: at the top dose activity change, positive = activation, hits mostly activators. hit rate 1.3% among 330,000; also: % of control where 0% means no effect; nearly all actives have a fitted effect of over 60% in size
#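 Luminescence read-out: rising ELG1-luciferase signal, reflecting elevated ELG1 protein under genetic stress, flags genotoxic compounds. Cells were treated for 16 hr at 37 °C before ONE-Glo detection.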
# MBNL1-CUG inh: inhibitors of human MBNL1 binding to CUG repeat RNA; Q9NR56; TR-FRET MBNL1-His/biotin-(CUG)12 binding, 665/545 ratio; Potency, µM (top dose mostly 57.5 µM), without a hit: at the highest dose activity change, negative = inhibition, hits mostly inhibitors; hit rate 0.036% among 280,000; active = well fitted inhibition curve with a large enough effect in the signal ratio, with a control signal flat, not every such curve was filed as active; inconclusive = small, poorly fitted or top-dose-only effect, or effect the other way, or a change in a side signal; inactive = no such curve, though single readings can be large or run the other way; the % refers to the signal ratio; also: % is scaled to controls: 0 for no effect and ±100 for the full control effect
#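 MBNL1-His + Biotin-(CUG)12, cpd titration 92 nM–58 uM; Tb anti-His Ab 0.055 ng/ul, SA-XL665 5 nM (final); 60 min RT; ratiometric 665/545 nm, Ex 340 nm; normalized to buffer and full-complex controls.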
# FLuc counter: counter-screen for miR-21 project: firefly luciferase inhibitors or activators | Potency, µM (series often up to 57.5 µM), for the others: at the top dose activity change, negative = inhibition, hits mostly inhibitors | hit rate 6.9% among 360,000 | purified FLuc, Km substrates, luminescence inhibition | AID 588342 | P08659;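 also: plate controls were vehicle for no effect and reference inhibitor for full effect; nearly all actives have a fitted effect of over 55% in size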
# Target sequence (P08659 whole entry, looked up): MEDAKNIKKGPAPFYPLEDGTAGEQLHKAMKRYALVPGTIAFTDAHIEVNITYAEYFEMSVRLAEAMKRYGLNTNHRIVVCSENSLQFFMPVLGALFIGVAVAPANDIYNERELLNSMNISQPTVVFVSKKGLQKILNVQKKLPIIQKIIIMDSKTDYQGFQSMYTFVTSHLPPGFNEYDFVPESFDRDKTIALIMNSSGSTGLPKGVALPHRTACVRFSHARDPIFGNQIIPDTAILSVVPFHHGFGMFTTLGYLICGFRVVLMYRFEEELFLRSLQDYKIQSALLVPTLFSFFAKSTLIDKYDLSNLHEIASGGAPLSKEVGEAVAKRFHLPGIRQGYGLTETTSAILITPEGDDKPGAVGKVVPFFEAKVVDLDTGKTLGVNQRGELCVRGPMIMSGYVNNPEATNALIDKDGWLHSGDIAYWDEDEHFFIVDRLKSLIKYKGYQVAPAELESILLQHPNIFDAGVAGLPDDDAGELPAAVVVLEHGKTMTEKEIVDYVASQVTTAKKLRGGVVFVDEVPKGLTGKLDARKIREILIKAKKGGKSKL
#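 Purified P. pyralis luciferase (10nM final) with 10uM D-luciferin and 10uM ATP (Km levels) in 50mM Tris acetate pH 7.5, 10mM Mg acetate, 0.01% Tween-20, 0.05% BSA; qHTS 6-point titration, ~60 µM downward; luminescence read.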
# Rab9 prom act: Rab9 promoter activation; hit rate 2.8% among 320,000; Huh7 Rab9 promoter-luciferase reporter, luminescence, 24 h; Potency, µM (highest dose often 9.22 µM), for the others: at the highest dose activation, negative = inhibition, most hits filed as activators; also: % of control where 0% means no effect; nearly all actives have a fitted effect of over 60% in size
#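 Huh7 reporter line, Rab9 promoter upstream of luciferase. Compound exposure 24 h at 37 °C in reduced-serum medium with 10% FBS. Read-out: luminescence.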
# * marks the source's active call; other numbers are inactive results; ? = inconclusive; nt = no result given; & = joins results of further samples; [ ] = dose if it differs, or a comment. Unless noted, calls follow the shape of the dose curve; as a rule, active = well fitted curve in the direction sought with a large enough effect; inconclusive = small, poorly fitted or top-dose-only effect, or another doubt; inactive = no such curve, though single readings can be large; an effect the other way counts as inactive or inconclusive. Potency is read from the fitted curve at half-maximal effect.
SMILES,p53 reactivation,RORg inh,Gal4-VP16 FLuc,NPC1 prom act,BRCA1 expr act,uPA generation,ELG1 genotoxic,MBNL1-CUG inh,FLuc counter,Rab9 prom act
O=C(NCCOc1ccccc1)c1ccc2c(c1)OCO2,6%,5µM*,?,0.28µM*,?,-21%,?,-1%,0.76µM*,0.28µM*
CCOC(=O)C1CCN(C(=O)c2ccc(Cl)c(S(=O)(=O)N3CCCC3)c2)CC1,-4%,13%,?,29%,-30%,0%,3%,-2%,-2%,18%
Cc1occc1-c1n[nH]c(=S)n1CC(C)C,11%,8%,3%,0%,2%,6%,0%,-2%,0%,1%
O=C1CC(N2CCCN(C3CC(=O)N(c4ccc(F)cc4)C3=O)CC2)C(=O)N1c1ccc(F)cc1 (stereo not given),11%,18µM*,?,-3%,-7%,3%,0%,4%,1%[2.3 µM],-4%
CN(Cc1ccccc1)Cc1nc2scc(-c3ccccc3)c2c(=O)[nH]1,-1%,3.2µM*,?,-7%,-5%,-1%,-3%,-2%,-15%,2%
Cc1nn(-c2ccccc2)c2nc(C(F)F)cc(C(F)F)c12,6%,nt,nt,-3%,-9%,-24%,1%,nt,-2%,-10%
CCCC(=O)Nc1cc(OC)c(NC(=O)NC2CCCCC2)cc1OC,13%,-13%,6%,5%,31%,0%,0%,0%,-7%,6%
CN(Cc1nc2ccccc2c(=O)[nH]1)C(=O)c1cccc(S(=O)(=O)N2CCCCCC2)c1,1%,nt,nt,-4%,-34%,-8%,-3%,nt,0%,-4%
CCOC(=O)C(C)Sc1ncnc2nc[nH]c12 (stereo not given),7%,-21%,22%,1%,-2%,6%,-1%,?,-1%,7%
CCn1nc(CCC(=O)O)c2ccccc2c1=O,1%,-28%,3%,1%,1%,4%,5%,-16%,-1%,0%
COc1cc(CN2CCC(CO)(CCOc3ccccc3)CC2)cc(OC)c1OC,-2%,-36%,-8%,-2%,2%,-1%,-4%,?,7%,2%
NS(=O)(=O)c1ccc(S(=O)(=O)N2CCCC2)cc1,1%,1%,-2%,1%,0%,3%,-2%,-2%,7%,-1%
CC(C)CNS(=O)(=O)c1ccc(CCC(=O)Nc2ccc3c(c2)OCCO3)cc1,4%,28%,1%,0%,26%,-4%,-2%,-12%,-12%,-8%
CC1=NCCN1S(=O)(=O)c1ccccc1[N+](=O)[O-],-1%,2%,-4%,-3%,-20%,-10%,6%,15%,0%,0%
CCCc1cc(=O)[nH]c(SCc2cc(=O)oc3cc(C)c(C(C)C)cc23)n1,5%,1%,-6%,-3%,32%,9%,-1%,-2%,-1%,-5%
CN(c1ccccc1C(=O)Nc1ccccc1C(=O)NCc1ccco1)S(C)(=O)=O,3%,3%,5%,-3%,4%,nt,2%,-3%,-3%,2%
CCCCNC(=O)Cn1cnc([N+](=O)[O-])n1,1%,-11%,19%,-1%,-14%,7%,1%,?,2%,-4%
COc1cc(O)c(C(CC(=O)N2CCOCC2)c2ccc3c(c2)OCO3)c(OC)c1 (stereo not given),-3%,-21%&-19%,-5%&-7%,1%,15%,-2%,1%,-8%,-1%,-3%
CC(NC(=O)Cn1nc(-c2ccccc2)c2ccccc2c1=O)c1ccccc1 (stereo not given),-6%,7%,1%,-1%,-26%,4%,2%,-8%,-1%,-2%
Cc1cc(C(F)(F)F)cc(NNC(=O)NC(=O)c2c(F)cccc2Cl)n1,-6%,27%,-1%,-1%,-13%,8%,-2%,3%,1%,9%
Cc1cccn2c(=O)c(C(=O)NC3CCCCC3C)c(O)nc12 (stereo not given),-1%,nt,nt,-3%,-18%,2%,0%,nt,3%,-1%
Cc1c(C#N)c(N=CN(C)C)c(C(=O)c2ccccc2)n1-c1ccc(Br)cc1,-1%,-10%,0%,-1%,19%,-1%,-1%,7%,1%,-5%
C/C(=N/NC(=O)c1ccoc1C)c1ccc(NC(=O)C2CCCC2)cc1,?,?,-11%,23%,5.6µM*,3%,?,-6%[11.5 µM],?,27%
Cc1cccc(-n2nc3c(c2NC(=O)c2c(F)cccc2F)CS(=O)(=O)C3)c1C,6%,-40%,-4%,-2%,4%,-3%,-2%[9.26 µM],-6%,0%,0%
COc1ccc(NC(=O)C2CCN(S(=O)(=O)c3c(C)noc3C)CC2)cc1Cl,-4%,19%,-4%,-4%,2%,-6%,0%,-1%,6%,1%
# More structures.
SMILES,p53 reactivation,RORg inh,Gal4-VP16 FLuc,NPC1 prom act,BRCA1 expr act,uPA generation,ELG1 genotoxic,MBNL1-CUG inh,FLuc counter,Rab9 prom act
CCCN=Cc1ccc(O)cc1,-2%,7%,0%,-1%,1%,-1%,-3%,-6%,3%,2%
Cc1ccc(C2NC(=O)c3c(sc4c3CCN(C)C4)N2)s1 (stereo not given),32%,0%,3%,?,61%,4%,3%,?,12µM*,?
CSC1CCCCC1(O)CSc1nc2ccccc2o1 (stereo not given),?,14%,8%,-2%,34%,-1%,?,2%,?,?
CCOC(=O)C(NC(C)=O)C(=O)Nc1ccc(OC)cc1 (stereo not given),2%,-4%,1%[10 µM],-3%,-2%,-5%,3%,-9%,-1%,-2%
COc1ccccc1COC(=O)c1cccc(S(=O)(=O)N2CCCC2)c1,-1%,nt,nt,-6%,-38%,-5%,-2%,nt,1%,-5%
COc1ccc(C(=O)CSc2nnc(Cn3cnc4ccccc43)o2)cc1,5%,-5%,?,-3%,-46%,0%,-10%,2%,-1%,-19%
NC(=O)CC(NC(=O)c1ccccc1)c1ccc(NC2CCN(Cc3ccccc3)CC2)c([N+](=O)[O-])c1 (stereo not given),nt,0%,6%,1%,-12%,2%,3%,?,0%,0%
CC1CCN(CCCNC(=O)c2ccc3c(Cl)c4c(nc3c2)CCCC4)CC1,4%,-8%,1%,1%,-68%,0%,-4%,6%,-3%,-2%
CC1CC(=O)Nc2ccccc2N1S(=O)(=O)c1ccc(C#N)cc1 (stereo not given),0%,0%,5%,-2%,-2%,7%,1%,-10%,-1%,-1%
CCCN1CCN(S(=O)(=O)c2c(C)[nH]c(C)c2C(=O)N2CCCCC2)CC1,-1%,-9%,-3%,0%,-15%,-2%,0%[9.26 µM],-2%,4%,-3%
Cc1cc(C)c(C#N)c(SCCS(=O)(=O)Cc2ccccc2)n1,8%,?,2%,-2%,23%,7%,?,-9%,-1%,-4%
O=C(Nc1ccc(Cl)c(Cl)c1)c1cccc(S(=O)(=O)NCc2cccnc2)c1,-1%,?,?,-5%,-85%,-11%,-4%,-1%,-8%,1%
Cc1ccccc1/C=C/C(=O)c1ccc([N+](=O)[O-])o1,-25%,nt,nt,-27%,-39%,?,-5%,nt,-8%,-42%[inhibitor]
CCOc1ccccc1CN1CCN(S(C)(=O)=O)CC1,-2%,12%,-1%,1%,2%,-2%,-4%,2%,-1%,-1%
Cc1cc(C(=O)Nc2c(C)nn(Cc3ccc(F)cc3)c2C)on1,1%,-2%,-2%,1%,0%,0%,?,-8%,-1%,-1%
COc1cc(OC)c(C(=O)NCc2cccnc2)cc1OC,8%,-2%,0%[10 µM],-3%,-1%,-2%,-2%,-2%,-1%,-4%
CC(C)N1CCc2c(sc(NC(=O)c3cc4cc([N+](=O)[O-])ccc4s3)c2C(N)=O)C1,-10%,?,?,-7%,-16%,-5%,-2%,?,-12%,-8%
Cc1ccc(C)c(S(=O)(=O)N2CCCOC2CNC(=O)C(=O)NCc2ccc3c(c2)OCO3)c1 (stereo not given),-25%,-9%,-5%,-5%,-13%,0%,-9%,-2%,7%,-1%
O=C(CN1CCCC1)Nc1ccc(S(=O)(=O)N2CCCCC2)cc1,2%,?,7%,-6%,-17%,-2%,1%,-3%,1%,-3%

# Whole records, quoted from the list. Screens in order: p53 reactivation	RORg inh	Gal4-VP16 FLuc	NPC1 prom act	BRCA1 expr act	uPA generation	ELG1 genotoxic	MBNL1-CUG inh	FLuc counter	Rab9 prom act
# COc1ccccc1COC(=O)c1cccc(S(=O)(=O)N2CCCC2)c1 is entered as -1%	nt	nt	-6%	-38%	-5%	-2%	nt	1%	-5%
# Cc1cc(C)c(C#N)c(SCCS(=O)(=O)Cc2ccccc2)n1 is entered as 8%	?	2%	-2%	23%	7%	?	-9%	-1%	-4%
# CCOC(=O)C(NC(C)=O)C(=O)Nc1ccc(OC)cc1 (stereo not given) is entered as 2%	-4%	1%[10 µM]	-3%	-2%	-5%	3%	-9%	-1%	-2%
# O=C(CN1CCCC1)Nc1ccc(S(=O)(=O)N2CCCCC2)cc1 is entered as 2%	?	7%	-6%	-17%	-2%	1%	-3%	1%	-3%
# Cc1ccccc1/C=C/C(=O)c1ccc([N+](=O)[O-])o1 is entered as -25%	nt	nt	-27%	-39%	?	-5%	nt	-8%	-42%[inhibitor]
